Vif inh – blocks HIV Vif function | AID 602346 | HEK293T cells, Vif self-association by quenched fluorescence, imaging, 24 h | 340,000 compounds, 0.35% hits | inhibition, % at 7.49 µM; in the data active = inhibition above about 50%, passing the limit was not always enough; also: some results filed as inactive read as strong as hits
SRC2 inh – human SRC2 (NCOA2) inhibition; HEK293 GAL4-SRC2 luciferase reporter, luminescence; 370,000 compounds, 0.17% hits; inhibition, % at 9 µM; Q15596;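 active = inhibition above the mean inhibition of all tested compounds plus 3 SD, set per campaign, cut at about 52% in these data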;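 also: 0% = DMSO treated cells and 100% = cells given Gossypol at 36 µM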
NOD2 RIPK2 PPI – inhibitors of human NOD2-RIPK2 interaction; O43353; CHO BLA complementation NOD2-RIPK2, CCF4 ratio; inhibition, % at 4.98 µM; 360,000 compounds, 0.38% hits; AID 624267; in the data active = inhibition above about 21%;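 also: 0% = vehicle only and 100% = reference blocker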
SRC3 inh – inhibits human SRC3 coactivator; HEK293 GAL4-SRC3 luciferase reporter, luminescence; 360,000 compounds, 0.17% hits; AID 588352; Q9Y6Q9; inhibition, % at 3.6 µM;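 active = inhibition above a per-campaign cutoff, the mean of all compounds plus 3 SD, cut at about 60% in these data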;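 also: 0% = DMSO-treated cells and 100% = gossypol-treated cells at 36 µM; higher means less SRC3-driven luciferase light from the GAL4 reporter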
TRAIL sens C8 – caspase-8 TRAIL sensitization; NB7+C8 cells + TRAIL, ATPlite viability luminescence; inhibition (viability loss, TRAIL sensitization), % at 10 µM; 360,000 compounds, 1% hits; AID 624354;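 active = compounds causing at least 50% loss of cell viability in the single-dose screen, relative to plate controls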
LMP1 NFkB inh – reduces LMP1-driven NF-kappaB luciferase signal; LMP1-induced NF-kappaB luciferase reporter cells, luminescence; inhibition, % at 12.5 µM; 350,000 compounds, 0.69% hits; in the data active = inhibition above about 41%;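 also: 0% = neutral control wells and 100% = reference inhibitor control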
SRC1 inh – inhibits human SRC1 coactivator | HEK293 GAL4-SRC1 luciferase reporter, luminescence | inhibition, % at 3.6 µM | 360,000 compounds, 0.12% hits;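 active = inhibition above the campaign mean plus 3 SD, with each screening campaign given its own cutoff, cut at about 60% in these data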;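 also: 0% = DMSO treated cells and 100% = gossypol at 36 µM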
TROY NFkB inh – blocks TROY-dependent signaling in reporter cells; Q293 LMP1-TROYcd NF-kB luciferase reporter, 4 h; inhibition, % at 10 µM; 360,000 compounds, 0.98% hits; AID 1347056;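 active = compounds whose plate-normalised and pattern-corrected inhibition of the luciferase reporter signal at the single screening dose is 50% or more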
COUP-TFII inh – inhibitors of human COUP-TFII (NR2F2) | P24468 | HEK293T NGFI-A luciferase reporter, luminescence | inhibition, % at 8.6 µM | 370,000 compounds, 0.7% hits | AID 686940;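 active = inhibition above a per-plate cutoff, mean inhibition of test wells between control levels plus 3 SD, cut at about 38% in these data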;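 also: cells cotransfected with COUP-TFII expression vector driving the NGFI-A reporter; 0% = median of COUP-TF2 test wells and 100% = reporter-only cells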
LRH-1 inv ag – inverse agonists of human LRH-1 (NR5A2); O00482; HEK293T StAR-luciferase reporter, LRH-1 transfected, 24 h; inhibition, % at 3.6 µM; 360,000 compounds, 0.13% hits; AID 602396;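 active = inhibition above the mean inhibition of all tested compounds plus 3 SD, cut at about 73% in these data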;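 also: 0% = DMSO wells and 100% = reporter-only cells lacking LRH-1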
TLR9-MyD88 block – TLR9-MyD88 interaction inhibition; Q9NR96+Q99836; CHO BLA complementation TLR9-MyD88, CCF4 FRET ratio; inhibition, % at 4.98 µM; 340,000 compounds, 0.21% hits;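 active = inhibition above the mean over all tested compounds plus 3 SD, cut at about 21% in these data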;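 also: 0% = DMSO only wells and 100% = clavulanate BLA inhibitor control wells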
* = called active by the depositor; x = not tested or not shown. A portion of the library; the hit share may differ from the screen's.

SMILES	Vif inh	SRC2 inh	NOD2 RIPK2 PPI	SRC3 inh	TRAIL sens C8	LMP1 NFkB inh	SRC1 inh	TROY NFkB inh	COUP-TFII inh	LRH-1 inv ag	TLR9-MyD88 block
Fc1cccc(NC(=S)NCc2ccccc2Cl)c1	-3	2	3	8	-6	4	-6	8	13	4	1
O=C(COC(=O)c1cc(=O)[nH]c2ccccc12)NCc1ccc(Cl)cc1	3	-6	-10	16	-2	2	-10	14	10	-3	3
O=C(NCCC(=O)N(Cc1ccco1)Cc1cccs1)c1ccccc1Cl	4	-1	-1	6	6	16	-18	2	7	-2	-3
COC(=O)CN1C(=O)[C@H]2[C@@H](/C=C/c3ccccc3)N3C(=O)CN(CCO)C(=O)[C@@]3(Cc3ccccc3)[C@H]2C1=O	17	-40	-13	27	-20	-8	-1	6	4	16	9
CCC(=O)n1nc(-c2ccc(Cl)cc2)nc1NCc1ccccc1	2	-41	6	-9	11	-9	-15	-49	-21	-46	8
COc1cccc(/C=N/NC(=O)C(=O)N/N=C/c2cccc(OC)c2OC)c1OC	11	-3	-3	10	-3	-4	-5	4	-1	12	5
CCNC(=O)C1(C)CCCN(C(=O)c2cccnc2Oc2ccccc2)C1 (stereo unspecified)	9	-14	-3	-7	-2	x	-14	-2	-1	-1	x
CCOC(=O)N1CCN(C(=O)CN(C2CCCCC2)S(=O)(=O)c2ccc(F)cc2)CC1	-2	-8	-4	17	-2	-13	19	-5	-7	-15	-1
CCOCCn1c(C(C)O)nc2ccccc21 (stereo unspecified)	0	-1	-13	11	-2	4	-2	-4	11	7	-8
COc1ccc(NC(=O)/C=C/c2cccc(C(F)(F)F)c2)cn1	-3	3	-4	5	20	12	3	-6	20	6	2
C[C@@H]1CN([C@H](C)CO)C(=O)CCCn2nncc2CO[C@H]1CN(C)C(=O)C1CC1	-3	0	-8	6	-4	-8	5	-6	10	10	1
COc1ccc2cc(CN(Cc3cccnc3)S(=O)(=O)c3ccccc3)c(=O)[nH]c2c1	-9	5	5	10	3	-2	2	3	9	15	-9
CCCCn1c2c(cc(C(=O)OC)c1=O)C(=O)CCC2	10	-21	-9	-4	0	0	-11	-7	-8	3	3
COC(=O)[C@]1(C)N[C@H](c2ccc(-c3cccc(Cl)c3)c(OC)c2)[C@@H]2C(=O)N(C)C(=O)[C@@H]21	-11	11	15	11	13	5	-16	-4	-5	-4	-4
COc1cc2c(cc1OC)C(c1ccccc1)N(Cc1ccc(S(=O)(=O)NC(=O)c3ccco3)cc1)CC2 (stereo unspecified)	x	-31	9	x	9	x	x	4	0	-6	x
COc1cccc(-c2cnc(OC(C)(C)C)nc2OC(C)(C)C)c1	0	8	-5	-8	-6	-11	-23	-2	-2	-25	5
CCn1c(SCC(=O)N/N=C/C=C/c2ccco2)nnc1-c1ccccc1	19	-20	3	0	-13	-3	24	-3	-9	2	0
CCOc1ccc(CN2CCNC(=O)C2CC(=O)NCc2csc(C)n2)cc1 (stereo unspecified)	-5	-7	3	2	-3	-8	-87	0	-4	8	3
C#CCCCc1nc2ccccc2c(=O)n1N	0	3	-9	-2	-2	5	13	0	-16	-2	-4
COc1ccc([N+](=O)[O-])cc1N(CC(O)CN1C(=O)NC(C)(C)C1=O)S(=O)(=O)c1ccccc1 (stereo unspecified)	4	-5	-6	6	-15	1	3	11	26	-16	-7

Compounds from the list above that contain an aryl methoxy group:
SMILES	Vif inh	SRC2 inh	NOD2 RIPK2 PPI	SRC3 inh	TRAIL sens C8	LMP1 NFkB inh	SRC1 inh	TROY NFkB inh	COUP-TFII inh	LRH-1 inv ag	TLR9-MyD88 block
COc1cccc(/C=N/NC(=O)C(=O)N/N=C/c2cccc(OC)c2OC)c1OC	11	-3	-3	10	-3	-4	-5	4	-1	12	5
COc1ccc(NC(=O)/C=C/c2cccc(C(F)(F)F)c2)cn1	-3	3	-4	5	20	12	3	-6	20	6	2
COc1ccc2cc(CN(Cc3cccnc3)S(=O)(=O)c3ccccc3)c(=O)[nH]c2c1	-9	5	5	10	3	-2	2	3	9	15	-9
COC(=O)[C@]1(C)N[C@H](c2ccc(-c3cccc(Cl)c3)c(OC)c2)[C@@H]2C(=O)N(C)C(=O)[C@@H]21	-11	11	15	11	13	5	-16	-4	-5	-4	-4
COc1cc2c(cc1OC)C(c1ccccc1)N(Cc1ccc(S(=O)(=O)NC(=O)c3ccco3)cc1)CC2 (stereo unspecified)	x	-31	9	x	9	x	x	4	0	-6	x
COc1cccc(-c2cnc(OC(C)(C)C)nc2OC(C)(C)C)c1	0	8	-5	-8	-6	-11	-23	-2	-2	-25	5
COc1ccc([N+](=O)[O-])cc1N(CC(O)CN1C(=O)NC(C)(C)C1=O)S(=O)(=O)c1ccccc1 (stereo unspecified)	4	-5	-6	6	-15	1	3	11	26	-16	-7

The results go on:
SMILES	Vif inh	SRC2 inh	NOD2 RIPK2 PPI	SRC3 inh	TRAIL sens C8	LMP1 NFkB inh	SRC1 inh	TROY NFkB inh	COUP-TFII inh	LRH-1 inv ag	TLR9-MyD88 block
CCOc1ccc2nc(NC(=O)C3(C)CC3(Br)Br)sc2c1 (stereo unspecified)	-7	-63	1	-64	18	-63	-76	11	-34	-116	7
O=C(CCc1ccccc1)N1CCN(c2ccc(Cl)cc2)CC1	-3	-12	-9	10	0	7	-10	10	15	14	3
Oc1ccc2ccccc2c1CN1CCCCC1	-2	-9	-4	-5	-17	-5	-19	2	45*	-9	-5
O=C(CCc1nc2ccccc2c(=O)[nH]1)Nc1ccc(Cl)c(Cl)c1	1	-34	-2	-5	6	-9	-8	-15	-4	-18	-10
COC(=O)N[C@@H]1C[C@H]2[C@@H]3CC[C@H]4C[C@@H](OC)CC[C@]4(C)[C@H]3CC[C@@]12C	-5	12	6	24	2	6	6	17	37	3	1
C[C@@H](NC(=O)c1nc[nH]c1C(=O)N(C)Cc1ccccc1)c1ccccc1	-10	13	-8	14	24	-2	7	-7	7	5	2
Cc1ccc(Cl)cc1N1CCN(S(=O)(=O)c2ccc3[nH]c(=O)c(=O)[nH]c3c2)CC1	7	5	-9	10	1	-10	-5	23	13	0	-5
O=C1Nc2ccccc2/C1=N\N=C\C1=C(N2CCOCC2)C(=C\c2ccccc2)/CC1	-19	8	-4	6	26	11	-1	-7	13	6	-3
COc1ccc(C2CC(C(F)(F)F)n3ncc(C(=O)Nc4c(C)n(C)n(-c5ccccc5)c4=O)c3N2)cc1 (stereo unspecified)	3	-2	13	-5	-10	-8	2	9	0	-5	-2
N/C(Cc1ccc([N+](=O)[O-])cc1)=N\OC(=O)c1ccccc1Br	-3	16	-1	5	22	4	-51	-32	-12	-12	-9
CCN1C[C@@H]2[C@@H]3C(=O)N(Cc4ccccc4)C(=O)[C@@H]3[C@](Cc3ccccc3)(C1=O)N2C(=O)c1ccc(C(F)(F)F)cc1	-2	12	3	8	13	7	9	7	-1	11	-5
Cc1ccc(C(=O)CSc2ccc(-c3ccccc3)nn2)cc1	-7	3	-1	14	8	-11	-19	-9	-34	-11	4
Cc1ccc(N(CC(=O)NC2CCCCC2)C(=O)CCC(=O)Nc2nccs2)cc1	17	-21	-6	12	3	3	14	-7	-25	-23	3
COC(=O)c1cc(NC(=O)c2cc3ccccc3o2)cc(C(=O)OC)c1	-8	-12	-12	4	4	3	-1	11	-2	5	12
COCCCNC(=O)C[C@@H]1C[C@@]2(C(=O)OC)CCCCC=C2N(Cc2ccccc2)C1=O	x	-18	1	x	-9	x	x	1	12	-3	x
COCc1nnc(NC(=O)c2sc3ccccc3c2Cl)s1	5	-44	6	-38	26	1	-70	-42	-15	-60	-5
Cc1ccc(-n2c(O)c(C=NCc3ccccn3)c3ccccc3c2=O)cc1	-23	15	-1	15	-12	-1	19	-8	8	10	0
Brc1ccc2ncnc(NCc3cccnc3)c2c1	-6	40	-23	56	-10	27	66*	36	19	10	-2
CCCCNC(=O)c1ccc2c(OCC)n(CCCC)nc2c1	-3	-37	2	-15	4	-1	0	-6	-3	-1	-6
COc1cc2[nH]c(=S)nc(NCc3cccnc3)c2cc1OC	4	0	-8	-5	27	7	1	0	-2	6	0
CCS(=O)(=O)NCC(c1cccnc1)N1CCN(c2ccccc2OC)CC1 (stereo unspecified)	-4	2	-7	21	-8	8	5	-11	1	6	2
C=CC[n+]1c(-c2ccc(OC)cc2)csc1NNC(=O)Nc1ccccc1	-26	-39	-1	-56	-3	3	-60	-28	8	-29	3
COc1cc(OC)c(NC(=O)CCNS(=O)(=O)c2ccc3c(c2)oc(=O)n3C)cc1Cl	-3	-26	-1	6	-3	-8	-5	-9	18	-1	1
COc1ccc(CCC(=O)O)cc1OC	-1	-4	-6	10	4	13	10	5	-14	-1	8
CCCOC(=O)c1cc(NC(=O)/C=C/c2ccccc2)ccc1O	3	-5	-6	14	-8	x	-7	-7	6	-9	x
O=C(O)Cc1ccc(NS(=O)(=O)c2ccc3ccccc3c2)cc1	-12	15	-6	7	-5	8	-5	11	0	18	4
CC(Oc1ccc2c(-c3ccccc3)cc(=O)oc2c1)C(=O)NC(Cc1c[nH]c2ccccc12)C(=O)O (stereo unspecified)	7	-19	-10	-2	-5	1	-17	-4	5	-1	-4
CN(C)Cc1cc(C(C)(C)C)c(O)c(C(C)(C)C)c1	1	0	-1	7	1	-1	5	-17	-2	8	6
CCOc1ccc(C2=Nc3ccc(Br)cc3C(c3ccc(N4CCOCC4)cc3)=NN2)cc1	-2	-34	4	-51	7	-14	-60	-54	-40	-82	-10
CN(C)S(=O)(=O)c1cccc(NC(=O)c2cc(=O)[nH]c3ccccc23)c1	x	18	3	-3	4	-5	-8	6	-7	20	-9
COCCNc1nc(-c2cc(C)c(C)cc2C)cs1	7	-7	-1	-17	3	-16	-15	1	-24	-11	3
CCOC(=O)c1ccc(-n2c(O)c(/C=N/NC(=O)C3COc4ccccc4O3)c3ccccc3c2=O)cc1 (stereo unspecified)	-11	-10	20	6	18	-5	-15	36	-7	-8	8
COc1ccccc1Oc1c(C)oc2c(CN3CCOCC3)c(O)ccc2c1=O	-3	-7	-7	17	-17	-2	3	10	2	8	-3
COc1cc(C(C[N+](=O)[O-])c2c(N)n(C)c(=O)n(C)c2=O)ccc1O (stereo unspecified)	2	-1	-5	-2	-4	9	8	32	0	0	-13
